MEKK2 WT-MEK5: raises or lowers MEK5 binding to wildtype human MEKK2 PB1 domain; hit rate 1.1% among 290,000; bead flow cytometry, Alexa488-MEK5 binding to MEKK2 WT; actives lie on both sides; AID 1531; Q9Y2U5; binding response (% of control), % at 10 µM; in the data active = binding response below about 67% or above about 130%
MEKK2 mut-MEK5: signal of MEK5 binding to mutant human MEKK2 PB1 domain; hit rate 0.35% among 290,000; percent response, % at 10 µM; AID 1530; bead flow cytometry, Alexa488-MEK5 binding to MEKK2 mutant; in the data active = percent response above about 24%, passing the limit was not always enough; also: inactives centre near 1; some results filed as inactive read as strong as hits; reference of the scale not given here
GalR3 antag: blocks the human galanin receptor 3; HEK293 GalR3-CNG cAMP membrane potential fluorescence; galR3 body fused to GalR1 C-terminus; AID 651719; hit rate 0.44% among 360,000; inhibition, % at 3 µM; O60755;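 active = inhibition above the screen-wide average plus 3 SD, cut at about 13% in these data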;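 also: forskolin and galanin both at EC90 stimulate the cells; cAMP rise reported by CNG channel membrane potential dye signal; 0% = forskolin plus galanin with DMSO and 100% = forskolin alone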
Target sequence (O60755 1-299 limits assumed): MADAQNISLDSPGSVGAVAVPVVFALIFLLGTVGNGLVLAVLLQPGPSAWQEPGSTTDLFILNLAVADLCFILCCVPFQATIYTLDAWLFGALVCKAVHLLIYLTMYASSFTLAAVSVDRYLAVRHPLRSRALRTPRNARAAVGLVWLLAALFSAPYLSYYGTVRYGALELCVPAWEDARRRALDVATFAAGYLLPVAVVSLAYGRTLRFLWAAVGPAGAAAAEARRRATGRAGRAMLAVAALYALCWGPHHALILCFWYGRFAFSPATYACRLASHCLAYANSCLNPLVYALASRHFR
SUMO HTRF inh: blocks human SUMOylation mediated by UBC9; P63279; HTRF SUMOylation assay, SAE1/SAE2 + UBC9, in vitro; inhibition, % at 35 µM; hit rate 0.36% among 290,000; AID 2006; in the data active = inhibition above about 50%, passing the limit was not always enough; also: strong numbers were not always called active
HCV NS3 hel inh: blocks Hepatitis C virus NS3 helicase unwinding | NS3 helicase DNA unwinding, Cy5 molecular beacon fluorescence | inhibition, % at 10.9 µM | hit rate 0.56% among 290,000 | AID 1800;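 active = inhibition above the mean of all tested compounds plus 3 SD, set per campaign, cut at about 35% in these data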;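 also: 0% = DMSO wells and 100% = thioflavine S control wells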
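Test system: hepatitis C virus NS3 helicase domain fragment enzyme. Also added: annealed dual-labelled DNA beacon duplex, ATP-started. Timing: 60 min unwinding reaction at 25 °C after ATP addition. Technique: Cy5 fluorescence. Measure: % inhibition of unwinding.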
CRFR2-BP antag: antagonists of CRF-binding protein/CRF-R2 receptor complex; hit rate 0.59% among 350,000; inhibition, % at 11.8 µM; HEK293 CRF-R2/CRF-BP, CRF-induced calcium fluorescence; AID 588475;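 active = inhibition of the ligand-induced calcium signal above about 50% at the single tested concentration, limit read from the data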
CRFBP-R2 agonist: agonists of human CRF-binding protein/CRF-R2 receptor complex | HEK293 CRF-R2/CRF-BP, calcium dye fluorescence (FLIPR); percent of saturating CRF peptide response | activation, % at 13.2 µM | hit rate 0.46% among 350,000 | AID 588473;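 active = activation of at least 50%, plus an integration ratio under a set limit after plate pattern correction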;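 also: plate controls were neutral control wells without compound for no effect and CRF at EC100 for full effect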
DNA FID counter: counter-screen for HCV NS3 helicase inhibitors: DNA intercalator displacement; DNA fluorescent intercalator displacement, fluorescence; hit rate 0.17% among 290,000; inhibition, % at 7.9 µM; AID 1845; in the data active = inhibition above about 37%;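 also: 0% = vehicle and 100% = reference compound; higher means more ethidium bromide displaced from hairpin DNA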
MEKK3 PB1 HTS: MEKK3-MEK5 PB1 interaction, increase or decrease. Q99759. bead-based flow cytometry, Alexa488-MEK5 binding to MEKK3; actives lie on both sides; 0 = blocked by unlabeled MEK5, 100 = vehicle. binding response (% of control), % at 10 µM. hit rate 1.4% among 290,000;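 active = binding response more than 3 SD above or below the average of its plate-row segment, actives on both sides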;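 also: Alexa488 bead fluorescence after subtracting the streptavidin-only scavenger bead signal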
Target sequence (Q99759 whole entry, looked up): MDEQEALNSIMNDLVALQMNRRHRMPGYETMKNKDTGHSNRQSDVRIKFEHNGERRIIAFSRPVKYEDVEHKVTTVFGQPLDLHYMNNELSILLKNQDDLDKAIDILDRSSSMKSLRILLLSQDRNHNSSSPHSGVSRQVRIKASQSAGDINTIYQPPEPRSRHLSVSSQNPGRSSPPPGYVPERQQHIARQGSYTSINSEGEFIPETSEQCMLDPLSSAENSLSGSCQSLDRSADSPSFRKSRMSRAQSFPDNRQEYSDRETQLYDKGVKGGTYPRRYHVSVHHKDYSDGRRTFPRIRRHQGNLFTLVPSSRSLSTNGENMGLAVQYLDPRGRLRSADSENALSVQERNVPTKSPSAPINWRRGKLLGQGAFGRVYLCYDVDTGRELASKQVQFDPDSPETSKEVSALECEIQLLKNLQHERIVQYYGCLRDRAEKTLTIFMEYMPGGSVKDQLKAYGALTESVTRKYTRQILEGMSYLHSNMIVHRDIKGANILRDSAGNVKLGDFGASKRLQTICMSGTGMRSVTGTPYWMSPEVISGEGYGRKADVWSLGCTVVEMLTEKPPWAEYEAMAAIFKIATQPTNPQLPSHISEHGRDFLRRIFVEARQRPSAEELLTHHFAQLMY
Active calls of the source: *; nt = not tested or not shown; [ ] = another dose, or the depositor's remark.

SMILES	MEKK2 WT-MEK5	MEKK2 mut-MEK5	GalR3 antag	SUMO HTRF inh	HCV NS3 hel inh	CRFR2-BP antag	CRFBP-R2 agonist	DNA FID counter	MEKK3 PB1 HTS
CCOc1ccc(-c2csc(Cn3c(CN4CCN(C)CC4)nc4ccccc4c3=O)n2)cc1	114	13	-6	5	-70	-2	-0.8	22	98
Cc1cc(C(C#N)c2ccccc2)n2ncnc2n1 (stereo not drawn)	109	3	-6	12	-1	7	-2.3	3	106
COc1cc(NC(=S)N2CCN(S(=O)(=O)c3ccc(F)cc3)CC2)cc(OC)c1	99	-4	0	-6	-1	11	0.3	-23	103
COc1ccc(N(C)C(=O)Cc2c(C(=O)O)n(C)c3ccccc23)c(OC)c1	104	5	-10	-5	-9	4	-1.3	-28	106
O=C(Nc1ccc(S(=O)(=O)Nc2ncccn2)cc1)C12CC3CC(CC(C3)C1)C2	104	7	-2	2	5	-6	-0.7	-41	106
Cc1nc(C)c(C(=O)N(c2ccccc2F)C(C(=O)NCC2CCCO2)c2ccccc2)s1 (stereo not drawn)	95	-1	-9	-13	2	6	-1.3	-51	96
Cc1ccc(C(=O)NCC(=O)NCc2cc(=O)n(C)c(=O)n2C)cc1C	98	-1	-7	3	5	-1	0.3	-8	96
COc1cc(NS(=O)(=O)c2c(C)[nH]c(C)c2C(=O)N2CCCCC2)cc(OC)c1OC	97	-2	-5	6	15	4	-1.4	-21	96
O=C1CCCC(O)=C1C1NCCc2ccccc21 (stereo not drawn)	100	7	1	7	-1	10	0.3	-19	102
NC(=O)c1ccccc1NC(=O)CS(=O)(=O)Cc1ccccc1	108	2	4	-3	0	8	2.5	1	103
Cc1onc(-c2ccccc2)c1C(=O)c1c[nH]c(C(=O)NCc2ccncc2)c1	102	-3	3	-1	1	-2	1.5	-2	99
O=C(/C=C/c1ccco1)Nc1nc(-c2ccccn2)cs1	94	-1	-1	28	13	-6	1.7	-13	103
Cc1cc(Cl)cc(Cl)c1OCCOCCN(C)C	98	0	-3	4	-6	11	-3.0	4	101
O=[N+]([O-])c1cccc(-c2csc(N/N=C/c3cccc(O)c3)n2)c1	91	-13	-1	-32	-6	-3	-1.8	6	107
OCC1(CCc2ccccc2)CCN(Cc2cccn2-c2cccnc2)CC1	99	1	-3	-5	-2	4	-1.4	4	104
COc1ccccc1NS(=O)(=O)c1cc(NC(=O)CCNC(C)=O)ccc1C	99	-1	-13	1	1	-2	-0.1	-4	103
CCN(CC)Cc1c(C(=O)OC(C)C)nnn1-c1nonc1N	102	1	1	8	2	-2	1.0	-2	103
COCCNC(=O)C(=O)N/N=C/c1ccc(C(=O)OC)cc1	106	5	-1	9	-1	20	-1.6	0	105
CO/N=C/c1ccc(Oc2ccc(C)cc2)nc1	114	26*	-1	11	-5	12	-1.0	1	111
COc1cc(C(=O)NCC(=O)n2nc(C)cc2C)cc(OC)c1OC	110	1	-1	17	5	6	-1.1	-7	106
COc1cc(S(=O)(=O)N(C)C)ccc1Br	91	-8	-5	30	-8	5	-0.8	-1	95
COc1ccc(CNC(=S)N/N=C(\C)c2ccc(OC)cc2)cc1	96	-4	-6	-16	-13	3	0.7	-16	94
COC(=O)c1sc2ccccc2c1-n1cccc1C(=O)C(=O)Nc1ccc(F)cc1	106	6	-7	-19	9	-9	2.2	-12	102
CCOc1ccccc1C1NC(=O)NC(C)=C1C(=O)OCc1ccccc1 (stereo not drawn)	109	9	-8	14	-5	-4	-2.1	-30	106
Cc1cc2ccccc2n2c(SCC(=O)N3CCOCC3)nnc12	81	-14	-6	6	-7	14	-1.7	-7	92
CCOC(=O)N1CCN(C(=O)c2nn(-c3ccc(C)cc3)c(=O)c3c2c2ccccc2n3C)CC1	nt	nt	0	23	-7	11	4.0	-5	nt
COc1cc(/C=C2\SC(c3ccc(C)cc3)=NC2=O)cc(OC)c1OC	93	-2	nt	-18	8	-117	42	-33	92
CCCCCC(=O)Nc1ccc2oc(-c3cncc(Br)c3)nc2c1	100	2	-2	20	11	-11	-0.7	-14	103
COc1ccc(/C=C/C(=O)Nc2cccc(N3CCOCC3)c2)cc1OC	103	1	1	-15	3	10	-0.7	-31	100
N#C/C(=C\c1cn(CCOc2ccccc2)c2ccccc12)C(=O)NCc1ccco1	93	-1	-3	2	0	-6	5.9	3	100
O=C(COC(=O)C1CCCCC1)Nc1ccccc1OC(F)F	104	-1	1	4	2	-8	-0.2	-13	105
Cc1ccc(/C=N/n2c(C)n[nH]c2=S)o1	97	-1	-4	-17	-2	-2	0.5	-3	101
CCn1c(SCC(=O)N/N=C/c2ccc(O)c(OC)c2)nc2ccccc21	112	1	-3	12	9	7	1.6	-14	163*
CN(C(=O)c1ccncc1)c1ccccc1	97	5	-9	17	-1	7	-3.1	-4	98
COc1cc(OC)cc(C(=O)Nc2ccccc2C(=O)NCc2cccnc2)c1	97	-2	-2	0	-2	3	-1.3	-22	102
CCOc1cc(/C=C\c2[nH]c(=O)[nH]c(=O)c2[N+](=O)[O-])ccc1OC(C)CC (stereo not drawn)	96	5	-4	20	5	33	1.0	-1	100

A portion from further up, as a working copy:
SMILES	MEKK2 WT-MEK5	MEKK2 mut-MEK5	GalR3 antag	SUMO HTRF inh	HCV NS3 hel inh	CRFR2-BP antag	CRFBP-R2 agonist	DNA FID counter	MEKK3 PB1 HTS
COc1ccc(CNC(=S)N/N=C(\C)c2ccc(OC)cc2)cc1	96	-4	-6	-16	-13	3	0.7	-16	94
COC(=O)c1sc2ccccc2c1-n1cccc1C(=O)C(=O)Nc1ccc(F)cc1	106	6	-7	-19	9	-9	2.2	-12	102
CCOc1ccccc1C1NC(=O)NC(C)=C1C(=O)OCc1ccccc1 (stereo not drawn)	109	9	-8	14	-5	-4	-2.1	-30	106
Cc1cc2ccccc2n2c(SCC(=O)N3CCOCC3)nnc12	81	-14	-6	6	-7	14	-1.7	-7	92
CCOC(=O)N1CCN(C(=O)c2nn(-c3ccc(C)cc3)c(=O)c3c2c2ccccc2n3C)CC1	nt	nt	0	23	-7	11	4.0	-5	nt
COc1cc(/C=C2\SC(c3ccc(C)cc3)=NC2=O)cc(OC)c1OC	93	-2	nt	-18	8	-117	42	-33	92
CCCCCC(=O)Nc1ccc2oc(-c3cncc(Br)c3)nc2c1	100	2	-2	20	11	-11	-0.7	-14	103
COc1ccc(/C=C/C(=O)Nc2cccc(N3CCOCC3)c2)cc1OC	103	1	1	-15	3	10	-0.7	-31	100
N#C/C(=C\c1cn(CCOc2ccccc2)c2ccccc12)C(=O)NCc1ccco1	93	-1	-3	2	0	-6	5.9	3	100
O=C(COC(=O)C1CCCCC1)Nc1ccccc1OC(F)F	104	-1	1	4	2	-8	-0.2	-13	105
Cc1ccc(/C=N/n2c(C)n[nH]c2=S)o1	97	-1	-4	-17	-2	-2	0.5	-3	101
CCn1c(SCC(=O)N/N=C/c2ccc(O)c(OC)c2)nc2ccccc21	112	1	-3	12	9	7	1.6	-14	163*
CN(C(=O)c1ccncc1)c1ccccc1	97	5	-9	17	-1	7	-3.1	-4	98

Remaining list, next part:
Each structure is followed by: MEKK2 WT-MEK5 | MEKK2 mut-MEK5 | GalR3 antag | SUMO HTRF inh | HCV NS3 hel inh | CRFR2-BP antag | CRFBP-R2 agonist | DNA FID counter | MEKK3 PB1 HTS
O=C(CCNC(=O)c1ccco1)NCc1ccccc1
  102 | 2 | 5 | -1 | 0 | -11 | -0.5 | 1 | 102
Cc1cc2ncn(CCC(=O)NC(C)(C)C)c2cc1C
  4.0*[inhibitor] | -46 | -2 | 10 | 4 | 8 | 1.7 | -4 | 3.0*[inhibitor]
Cn1nc(C(C)(C)C)cc1NC(=O)Nc1cc(Cl)cc(Cl)c1
  99 | -2 | -5 | 4 | -8 | 1 | -0.6 | -2 | 98
C/C(CCC(C)C)=N\NS(=O)(=O)c1ccc(C)c([N+](=O)[O-])c1
  91 | -17 | -4 | 1 | -13 | 4 | -1.5 | -2 | 86
CC(Oc1ccc(F)cc1)C(O)CCN(C)C (stereo not drawn)
  100 | -3 | -7 | 12 | 12 | 20 | -1.6 | 0 | 100
CN(C)/C=C(\C#N)C(=O)Nc1ccc(F)c(Cl)c1
  101 | 5 | 1 | 15 | -10 | 14 | 3.0 | -2 | 102
COc1ccc(OC)c(NC(=O)CC2SC(=N)N(c3ccccc3)C2=O)c1 (stereo not drawn)
  97 | -2 | 0 | 10 | -4 | -4 | -0.9 | -18 | 99
CCOc1ccc(/C(O)=C2/C(=O)C(=O)N(CCN(C)C)C2c2ccccc2)cc1Cl (stereo not drawn)
  99 | 15 | -1 | 3 | 9 | 2 | 2.5 | -3 | 105
CCCn1nc2cc(C(=O)NC3CCc4ccccc43)ccc2c1OCC (stereo not drawn)
  93 | -3 | -5 | 15 | -2 | 1 | -2.3 | -16 | 89
Nc1nc(SCC(=O)Nc2ccc(OCc3ccccc3)cc2)n[nH]1
  101 | 2 | -5 | 4 | 2 | 9 | -1.5 | 5 | 103
O=C(CCNS(=O)(=O)c1cccc2nsnc12)NCc1ccco1
  103 | -2 | -8 | -2 | -4 | 36 | 0.0 | -2 | 108
O=C(N/N=C/c1ccc(N2CCOCC2)o1)c1cccc(F)c1
  104 | 3 | -3 | 9 | -2 | 4 | 0.4 | -6 | 101
O=C(CSc1ccc(Cl)cc1)NC1=NN(c2ccccc2)C(=O)C1
  95 | -3 | -3 | 6 | 13 | 2 | -0.3 | -5 | 101

Bioassay records as filed in PubChem.

Only part of the results is shown; the hit share may differ from the screen's.
